High-throughput results (PubChem)
TPT1 inhibitor = Candida albicans TPT1 enzyme inhibitors, primary screen, biochemical, fluorescence polarization; tRNA 2'-phosphotransferase TPT1 (Candida albicans SC5314); recombinant caTPT1, FP RNA substrate dephosphorylation; inhibition, % at 5 µM; actives 0.81% (n = 300,000); AID 1962, 2009;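 active means inhibition above the mean of all tested compounds plus 3 SD, set per screening campaign, cut at about 24% in these data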;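 further: plate controls were DMSO alone for no effect and ferristatin control at 100 nM for full effect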
GSTO1 inh = inhibitors of recombinant GSTO1, primary screen, counter-screen for RBBP9 inhibitor project, biochemical, fluorescence polarization | inhibition, % at 5.96 µM | AID 1974, 2009 | activity-based probe fluorescence polarization | actives 1.1% (n = 300,000);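 active means inhibition above the campaign mean inhibition plus 3 SD, cut at about 35% in these data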;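 further: 0% = GSTO1-1 with DMSO and 100% = wells lacking GSTO1-1 enzyme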
MCL1 BIM primary = inhibitors of MCL1 binding to BIM-BH3, primary screen, biochemical, fluorescence polarization | actives 0.68% (n = 320,000) | inhibition, % at 10.9 µM | GST-MCL1 / FITC-Bim-BH3 fluorescence polarization | Induced myeloid leukemia cell differentiation protein Mcl-1 (Homo sapiens), Q07820;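 active means inhibition above the mean inhibition of all tested compounds plus 3 SD, set per campaign, cut at about 40% in these data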;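 further: 0% = DMSO wells and 100% = unlabeled Bim-BH3 peptide control; higher means more loss of mP so more displacement of Bim peptide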
Target sequence (Q07820 whole entry, looked up): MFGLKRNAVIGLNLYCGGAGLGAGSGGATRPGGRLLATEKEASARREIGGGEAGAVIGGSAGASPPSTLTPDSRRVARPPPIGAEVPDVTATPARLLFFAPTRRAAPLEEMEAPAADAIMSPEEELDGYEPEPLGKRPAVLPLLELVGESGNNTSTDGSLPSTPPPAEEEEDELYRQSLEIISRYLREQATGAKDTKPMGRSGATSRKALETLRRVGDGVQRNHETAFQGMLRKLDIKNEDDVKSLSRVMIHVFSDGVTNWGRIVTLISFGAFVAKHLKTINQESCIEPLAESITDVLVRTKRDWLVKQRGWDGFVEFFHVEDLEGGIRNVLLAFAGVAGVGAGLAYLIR
GLD-1 TGE inh = GLD-1/TGE RNA complex disruptors, primary screen, biochemical, fluorescence polarization. Female germline-specific tumor suppressor gld-1 (Caenorhabditis elegans), Q17339. purified GLD-1 + fluorescein TGE RNA. inhibition, % at 5.96 µM. actives 0.44% (n = 320,000). AID 2280, 2010;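 active means percent inhibition above a per-plate cutoff, the plate mean of test compounds plus 3 SD, cut at about 30% in these data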;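 further: 0% = DMSO wells with GLD-1 and probe and 100% = wells lacking GLD-1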
MEX-5 binding = MEX-5 zinc finger RNA-binding disruptors – biochemical, C. elegans, fluorescence polarization, MLPCN library, primary screen. actives 0.38% (n = 300,000). AID 1832, 2009. activity score (negative = inhibition of binding), % at 10 µM. MEX-5/FITC-TCR2 RNA binding; hits give low values;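 active means inhibition past about -25% in most replicates, and total fluorescence under double the plate's negative control median, limit read from the data; inconclusive means replicates evenly split on the limit, or fluorescence at least double controls; inactive means too little inhibition in most replicates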;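 further: 0% = DMSO and -100% = 5 µM competing unlabeled TCR2 RNA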
Bcl-xL primary = inhibitors of human Bcl-xL, primary screen, biochemical, fluorescence polarization, HTS. inhibition, % at 10.9 µM. actives 0.7% (n = 320,000). Bcl-2-like protein 1 (Homo sapiens), Q07817. GST-Bcl-xL / FITC-Bim BH3 peptide fluorescence polarization;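 active means inhibition above the mean of all tested compounds plus 3 SD, cutoff set per campaign, cut at about 30% in these data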;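 further: 0% = DMSO wells and 100% = unlabeled Bim-BH3 peptide competitor; inhibitors lower millipolarization by displacing the labeled peptide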
Target sequence (Q07817 whole entry, looked up): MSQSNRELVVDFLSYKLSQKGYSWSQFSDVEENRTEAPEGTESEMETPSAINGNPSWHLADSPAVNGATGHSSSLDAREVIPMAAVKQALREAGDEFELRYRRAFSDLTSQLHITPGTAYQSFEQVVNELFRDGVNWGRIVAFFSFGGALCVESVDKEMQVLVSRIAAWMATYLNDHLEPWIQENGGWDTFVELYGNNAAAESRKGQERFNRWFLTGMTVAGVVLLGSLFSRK
PME-1 primary = PME-1 inhibitors via competitive probe labeling, primary screen, biochemical, fluorescence polarization, FP-Rh probe, HTS | Protein phosphatase methylesterase 1 (Homo sapiens), Q9Y570 | recombinant PME-1 | inhibition, % at 5.9 µM | actives 0.53% (n = 320,000);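 active means inhibition above the campaign mean of all compounds plus 3 SD, cut at about 26% in these data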;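 further: competitive labeling of PME-1 active site by serine hydrolase directed probe; 0% = PME-1 with DMSO and 100% = wells lacking PME-1 enzyme; inhibitors block probe labeling so polarization falls and inhibition rises; many of its hits are not listed in these tables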
Target sequence (Q9Y570 whole entry, looked up): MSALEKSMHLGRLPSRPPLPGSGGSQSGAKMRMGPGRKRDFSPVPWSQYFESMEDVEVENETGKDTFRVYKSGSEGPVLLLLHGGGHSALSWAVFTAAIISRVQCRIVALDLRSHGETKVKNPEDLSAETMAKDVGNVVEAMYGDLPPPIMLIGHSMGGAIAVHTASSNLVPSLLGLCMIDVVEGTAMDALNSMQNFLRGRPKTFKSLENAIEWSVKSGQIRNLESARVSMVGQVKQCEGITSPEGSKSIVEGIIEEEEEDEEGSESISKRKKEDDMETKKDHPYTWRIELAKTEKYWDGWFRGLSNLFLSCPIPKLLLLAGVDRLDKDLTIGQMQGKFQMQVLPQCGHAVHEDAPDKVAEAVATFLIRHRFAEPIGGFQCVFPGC
PAD4 FP inh = human PAD4 inhibitors, primary screen, biochemical, fluorescence polarization, 1536-well format | Protein-arginine deiminase type-4 (Homo sapiens), Q9UM07 | inhibition, % at 6.36 µM | recombinant PAD4, RCA probe fluorescence polarization | actives 0.41% (n = 330,000);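 active means percent inhibition above a cutoff equal to the mean of all tested compounds plus 3 SD, cut at about 15% in these data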;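 further: 0% = PAD4 with RCA probe and DMSO and 100% = probe without PAD4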
Fam108B counter = mouse Fam108B serine hydrolase inhibitors, primary screen, counter-screen for RBBP9 inhibitor project, biochemical, fluorescence polarization | inhibition, % at 9.51 µM | recombinant Fam108B, FP-Rh probe fluorescence polarization | actives 0.33% (n = 300,000);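 active means inhibition above the screen mean inhibition plus 3 SD, computed separately per campaign, cut at about 18% in these data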;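 further: inhibitors lower polarization as less probe binds the enzyme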
The depositor's hits bear a star; ? = inconclusive; . = not tested or not shown; + = active, no number.

SMILES	TPT1 inhibitor	GSTO1 inh	MCL1 BIM primary	GLD-1 TGE inh	MEX-5 binding	Bcl-xL primary	PME-1 primary	PAD4 FP inh	Fam108B counter
O=C(CN(C(=O)CNC(=O)c1cccs1)c1ccc(F)cc1)NC1CCCCC1	2	-2	0	-2	1.4	-1	-1	-1	1
Cc1ccc(S(=O)(=O)N(Cc2ccccc2)c2ccccc2C(=O)NCc2cccnc2)cc1	2	-5	-6	0	0.3	5	-9	0	-3
C=CCOC(=O)C1=C[C@H](c2ccc(Br)cc2)C[C@H](OCCCCO)O1	4	6	4	5	1.2	4	-1	2	2
O=C1CCN2C=Nc3cccc4ccc1c2c34	-141	40*	+	169*	?	+	5	13	5
CCN(CC)CCN1C(=O)C(=O)/C(=C(/O)c2ccc(OC(C)C)cc2)C1c1ccncc1 (configuration not stated)	4	-8	1	-8	-3.0	3	-3	-5	2
COc1ccc(OCC(=O)N2CCN(S(=O)(=O)c3ccc(Cl)cc3)CC2)cc1	-4	2	-1	1	0.2	0	12	-2	1
CC(C)CC(=O)Nc1nnc(CCc2ccccc2)s1	1	3	4	-1	1.1	-1	4	-3	-4
CC(C)(C)NC(=O)NC(=O)CN1CCN(Cc2ccccc2)CC1	-4	2	-21	6	1.3	-31	1	2	-6
Cc1cccc(C)c1-n1c(SCC(=O)NCc2ccco2)nc2ccccc2c1=O	-3	-8	2	6	-0.7	7	-2	0	2
O=C(O)c1ccc(N/N=C/c2cccc(C(F)(F)F)c2)cc1	3	2	1	0	1.3	1	0	-3	4
COc1ccc(CCNC(=O)CCCCCNc2nc(=S)[nH]c3ccccc23)cc1OC	3	0	-1	1	2.9	6	-3	-6	3
Cc1cc(NC(=O)CS(=O)(=O)Cc2ccccc2)no1	-1	-3	-1	3	-0.5	1	1	-4	-2
Cc1nc2ccccc2c(C)c1CC(=O)N(C)CC(=O)Nc1cccc(F)c1	5	7	8	9	-0.7	17	10	2	7
COc1cc(C(c2c(C)[nH][nH]c2=O)c2c(C)[nH][nH]c2=O)ccc1OS(=O)(=O)c1ccc(C)cc1	1	-11	-2	-1	-0.6	4	4	-2	0
COc1ccc(NC(=O)CN(C)C(=O)C2=NN(c3ccccc3)C(=O)CC2)cc1	.	.	-6	-2	.	-6	-4	-5	.
Cn1c(=O)c(C(=O)CN2CCCCC2)c(N)n(Cc2ccccc2)c1=O	0	2	0	8	-2.1	7	-1	3	-2
O=C(NCc1cccnc1)c1cccc(NC(=O)c2ccco2)c1	1	-1	-3	10	-0.3	3	-5	-3	0
O=C(CSc1ccccc1)Nc1ccc(S(=O)(=O)Nc2ncccn2)cc1	1	8	0	5	-0.2	-2	-8	2	6
O=C1CCCN1CCCNc1ccc2nnc(CCC(=O)N3CCN(c4ccccc4)CC3)n2n1	-3	4	4	-1	0.7	-3	-2	0	-2
CC1(C)CC(=O)c2sc(NS(=O)(=O)Cc3ccccc3)nc2C1	-1	-3	3	4	2.1	4	1	1	3
CC1(C)CCc2cc(CN3CCN(c4ccccn4)CC3)ccc2O1	0	-4	0	1	3.5	0	-3	0	0
CCOc1ccc(-n2c(=O)c3sccc3n(CC(=O)NCc3ccco3)c2=O)cc1	2	0	-3	0	0.8	1	0	-2	4
CC(=O)c1cccc(NC(=O)C2C3C=CC(C3=C(c3ccccc3)c3ccccc3)C2C(=O)O)c1 (configuration not stated)	-3	-10	10	-3	-2.4	5	-8	2	-9
O=c1ccc2cc(S(=O)(=O)N3CCN(c4ccccc4)CC3)ccc2[nH]1	-3	6	7	6	1.2	0	0	1	-2
C/C(=N/NS(=O)(=O)c1ccc(Cl)cc1)c1ccncc1	1	-1	1	10	1.4	3	3	-4	6
New compounds follow
SMILES	TPT1 inhibitor	GSTO1 inh	MCL1 BIM primary	GLD-1 TGE inh	MEX-5 binding	Bcl-xL primary	PME-1 primary	PAD4 FP inh	Fam108B counter
COc1ccc(S(=O)(=O)NCc2cccnc2)cc1NC(=O)c1ccc(Cl)cc1	-1	0	2	1	3.8	7	4	-6	-3
COc1ccc(CCC(=O)OCC(=O)N(C)c2c(N)n(Cc3ccccc3)c(=O)[nH]c2=O)cc1	-1	18	2	8	3.6	3	-6	3	-1
CC(=O)Nc1ccc(NC(=O)C2CCCCN2S(=O)(=O)c2ccc(C(C)(C)C)cc2)cc1 (configuration not stated)	3	-3	-4	-7	3.2	1	3	2	1
COc1cccc(CNC(=O)CNC(=O)N2CC(=O)Nc3ccccc32)c1	-1	2	0	3	-3.3	4	-5	0	0
O=C(/C=C/c1cccs1)c1ccc(Br)cc1	2	11	-2	4	-0.2	1	-9	4	-2
Cc1cc(C(=O)OCC(=O)NCc2ccc(Cl)cc2Cl)c(C)o1	.	.	-19	2	.	-11	1	-3	.
Cc1cccc(C(=O)N/N=C/c2ccc(OCC(=O)N3CCCCC3)cc2)c1	2	-3	-4	1	0.9	0	-1	-2	-1
CCCn1c(=O)c(C(=O)NCc2ccco2)c(O)c2ccccc21	1	5	-3	3	1.4	6	-2	-4	-2
COc1ccc(CCNc2ncnc3c2oc2ccccc23)cc1OC	0	-6	-4	-6	1.4	0	6	2	-1
CCOc1ccc(CNS(=O)(=O)c2c(C)nc3sccn3c2=O)cc1OC	-2	6	-1	-4	-0.1	3	-9	1	0
COc1ccc(NS(=O)(=O)c2cc(NC(=O)c3ccco3)ccc2N2CCCCC2)cc1	-1	-9	-20	-8	2.2	-8	-8	-1	-8
Cc1cc(C)cc(NC(=O)c2nnn(Cc3cc(C)ccc3C)c2N)c1	1	-12	0	4	-1.2	-1	-26	-1	-22
FC(F)(F)c1cccc(NC(=S)N2CCN(c3ccccn3)CC2)c1	-2	4	7	1	-2.8	4	4	-3	-2
O=C1CC(c2ccccc2)CC(O)=C1C=NCCN1CCN(Cc2ccccc2)CC1 (configuration not stated)	0	-8	10	7	-2.3	5	8	2	-3
CC(C(c1cccs1)c1c(N)n(C)c(=O)n(C)c1=O)[N+](=O)[O-] (configuration not stated)	1	14	5	1	3.1	2	-6	12	-1
CCOC(=O)c1cc(CC)sc1NC(=O)CC1Sc2ccc(C(F)(F)F)cc2NC1=O (configuration not stated)	1	1	-8	5	1.5	3	-3	-1	0
Cc1ccc(C)c(S(=O)(=O)N2CCCOC2CNC(=O)C(=O)NCCC2=CCCCC2)c1 (configuration not stated)	-1	-3	0	-2	0.3	-5	3	0	-2
CCOC(=O)C1CCN(C(=O)Nc2ccc3nc(-c4ccco4)c(-c4ccco4)nc3c2)CC1	-24	80*	143*	56*	-4.3	101*	11	-3	34*
COc1cccc(N2CCN(c3ccc4nnc(CCC(=O)Nc5ccccn5)n4n3)CC2)c1	-5	-2	1	-1	0.2	-1	4	-3	-3
CC(C)(C)NC(=O)C1CCN(S(=O)(=O)c2ccc(Br)cc2)CC1	-4	7	2	2	1.1	3	3	2	2
Cc1c(-c2nc(N)nc(Nc3ccccc3)n2)oc2ccccc12	3	-49	0	3	1.8	7	-28	1	-18
NNC(=O)CSc1c(-c2cccs2)[nH]c2ccccc12	-4	5	4	9	1.4	1	3	-1	2
COc1cc(-c2noc(C)n2)cc(OC)c1OC	-6	-5	8	6	2.1	8	-1	-3	1
CCCCN(C(=O)c1cccc(S(=O)(=O)N2CCCC2)c1)c1c(N)n(CCC)c(=O)[nH]c1=O	.	.	0	4	.	4	2	0	.
CCC(C)(C(=O)NC1CCCCC1)N(CC1CCCO1)C(=O)Cc1cccs1 (configuration not stated)	2	-2	1	-3	-1.6	-5	8	3	1
(more compounds)
SMILES	TPT1 inhibitor	GSTO1 inh	MCL1 BIM primary	GLD-1 TGE inh	MEX-5 binding	Bcl-xL primary	PME-1 primary	PAD4 FP inh	Fam108B counter
O=C1C=C(c2cccc3c2sc2ccccc23)C[C@@H](c2ccc(F)cc2)C1	.	.	5	-2	.	3	-7	2	.
CCOC(=O)c1[nH]ncc1CN1CCN(Cc2ccccc2)C(CCO)C1 (configuration not stated)	-4	-13	2	-4	0.7	7	-7	1	-3
O=C(C1CCN(Cc2cn[nH]c2-c2ccc(F)cc2F)CC1)N1CCOCC1	0	0	4	6	-0.2	2	5	4	1
Nc1nc(NCc2c(F)cccc2Cl)nn1-c1ccccc1	-1	5	11	-3	-2.1	-1	-2	-4	-1
Cn1c(=O)c2c(ncn2CC(=O)OCC(=O)NCc2ccc(Cl)cc2)n(C)c1=O	-3	1	-16	-3	-1.1	3	8	-4	3
CCCS(=O)(=O)c1snnc1C	-5	2	3	0	-2.2	4	-6	-2	3
CCOc1ccc(-n2c(N)c(C(=O)N3CCN(C)CC3)sc2=S)cc1	-1	1	12	3	-1.3	6	-1	5	4
C=CCC(C)(NCc1ccccc1)c1ccccc1 (configuration not stated)	1	-4	-5	2	0.4	-5	2	-3	-1
CC(=O)N1CCN(Cc2nc3cc(NC(=O)C4CCCCC4)ccc3n2C)CC1	1	-2	2	-3	1.4	3	0	-3	0
CC1=C(C#N)C(Nc2cccc(C)n2)(C(F)(F)F)C(=O)N1 (configuration not stated)	-2	3	12	8	-1.4	6	1	3	2
CCOc1ccc(NC(=S)NC(=O)c2ccco2)cc1	3	-7	7	0	-0.5	1	-10	-5	-3
O=C(CSCc1ccc(Cl)cc1)Nc1ccc2c(c1)OCCO2	5	16	8	8	1.2	5	-5	4	1
O=C(Nc1ccc(Br)cn1)c1cccc(C(=O)Nc2ccc(Br)cn2)c1	0	-1	-6	1	-0.9	4	4	-4	-3
COc1ccc(-n2c(-c3ccco3)nc3c(cnn3-c3ccc(C)cc3)c2=O)cc1	-1	6	4	2	0.7	-2	-8	3	-8
COc1ccccc1-c1nc(SCC(=O)N2CCC(C(N)=O)CC2)n[nH]1	.	.	-3	-3	.	3	-5	-2	.
O=c1cc(N2CCCC2)c2ccccc2o1	-4	10	0	-1	2.6	8	4	-1	0
O=C(O)c1ccc[n+](Cc2ccc([N+](=O)[O-])cc2)c1	3	13	10	9	-1.2	3	0	0	0
Cc1cccc(C)c1NC(=O)c1ccccc1C(=O)O	0	1	17	3	-0.2	4	0	1	-1
Cn1cc(C(=O)Nc2cccc(F)c2)cn1	-2	-4	-3	4	1.0	5	-1	-7	-2
N=c1c(C(=O)NCc2ccc3c(c2)OCO3)cc2c(=O)n3ccccc3nc2n1CC1CCCO1 (configuration not stated)	-1	-1	2	3	-0.5	4	5	-7	3
CCc1cc(C(N)=O)c(NC(=O)c2ccc(OC)cc2)s1	3	-5	0	-7	1.1	10	-23	-4	-4
CCOc1ccc(NC(=O)CC2C(=O)N(c3ccc(OC)cc3)C(=O)N2Cc2ccc(OC)cc2)cc1 (configuration not stated)	0	9	6	1	2.1	6	-7	1	12
COc1ccc(O)c(/C=N/NC(=O)c2ccc(CSc3nc(C)cc(C)n3)cc2)c1	2	5	0	3	0.2	-2	18	-3	8

Some of the compounds tested; count on the stated rates, not on these rows.
